Screening results: PubChem, NCI
NCI-60 one-dose screen, 48 h, at 10 µM unless noted. Numbers give growth in % (100 = growth as untreated, 0 = no growth, -100 = all killed).
HT29: HT29 colon cancer. actives 7.4% (n = 81,000)
SW-620: SW-620 colon cancer | actives 5.2% (n = 82,000) | AID 1794795
SNB-75: SNB-75 CNS cancer; actives 5% (n = 79,000); AID 1794750
HCC-2998: HCC-2998 colon cancer; actives 4.7% (n = 79,000)
HCT-15: HCT-15 colon cancer | actives 5.2% (n = 82,000) | AID 1794746
COLO 205: COLO 205 colon cancer; actives 7.3% (n = 79,000)
HCT-116: HCT-116 colon cancer | AID 1794798 | actives 7.3% (n = 82,000)
NCI-H322M: NCI-H322M lung cancer | actives 2.7% (n = 80,000) | AID 1794733
KM12: KM12 colon cancer cells | actives 5% (n = 82,000) | AID 1794800
Starred values were filed as active, the others as inactive; . = no result given; [ ] = another dose, or the depositor's remark. Rule for the calls: active = growth percent below 10; inactive = the rest. The order is random; 12% or so of the library scored in one or more.

SMILES	HT29	SW-620	SNB-75	HCC-2998	HCT-15	COLO 205	HCT-116	NCI-H322M	KM12
O=[N+]([O-])c1ccco1	106	109	107	98	105	111	103	111	108
O=C(NNC(=O)c1cccc(Cl)c1)c1ccccc1	104	106	99	105	114	116	107	107	111
O=C(CCN1C(=O)/C(=C/c2ccc(Cl)cc2)SC1=S)Nc1ncc(Cc2ccc(Cl)cc2)s1	104	104	97	100	102	128	105	106	101
CCCCCN(CCCCC)C(=O)C(CCC(=O)O)NC(=O)c1ccc(Cl)c(Cl)c1 (configuration not stated)	109	106	93	113	112	120	112	102	114
O=c1[nH]c(-c2ccc(-n3c(=O)[nH]c4ccccc4c3=O)cc2)nc(=S)[nH]1	99	.	69	99	96	118	98	92	103
CC(=O)C(N=Nc1ccc(S(=O)(=O)Nc2ccccn2)cc1)C(=O)Nc1ccc(Cl)cc1 (configuration not stated)	91	95	66	99	97	104	81	89	77
O=C(Nc1ccc(OCc2ccc(Cl)cc2)cc1)Nc1ccc(Cl)c(C(F)(F)F)c1	8.3*	25	28	3.5*	9.1*	-81*	4.0*	26	10
Nc1ccc2nc(NC(=O)CN3CCCCCC3)sc2c1	114	99	93	115	105	113	94	101	109
CS(CCCCN=C=S)=NC(=O)c1c(F)c(F)c(F)c(F)c1F (configuration not stated)	58	53	74	104	37	61	54	86	56
C#C[C@]1(O)CC[C@H]2[C@@H]3CC=C4c5sc(-c6ccc(C)cc6)nc5CC[C@]4(C)[C@H]3CC[C@@]21C	98	-37*	-8.6*	63	-2.8*	104	29	33	13
NC(=S)CNC(=O)c1ccccc1	99	104	92	107	99	100	100	90	111
C=C1c2nc3ccccc3n2C=C(c2cccc(OC)c2)N1Cc1ccc(Cl)cc1	109	104	91	100	94	104	97	107	102
C[C@H]1CC[C@H]2C3=C1C(=O)O[C@@]3(O)[C@@]1(C)CC(=O)C[C@H]1C[C@@H]2C	107	103	86	103	104	106	101	97	99
BrCc1ccccc1C[P+](c1ccccc1)(c1ccccc1)c1ccccc1	75	97	92	85	103	91	72	101	96
O=C(COc1ccc(/C=C2\COc3ccccc3C2=O)cc1)c1ccc(Cl)cc1	114	103	78	.	92	117	92	116	91
CN(C(=O)c1ccccc1)c1ccccc1	107	102	103	98	105	102	98	97	100
COc1ccc(-c2cc(-c3ccc(Nc4ccnc5cc(Cl)ccc45)cc3)nc(N3CCOCC3)n2)cc1	8.2*	9.0*	-15*	99	21	45	53	87	45
CC(=O)[C@@H]1CC[C@]2(C(=O)n3ccnc3)CC[C@]3(C)[C@H](CC[C@@H]4[C@@]5(C)Cc6c([nH]c7ccccc67)C(C)(C)[C@@H]5CC[C@]43C)[C@@H]12	81	91	101	109	88	101	84	95	84
COc1ccc(C2=NN(C(C)=O)C(c3cc(OC)c(OC)c(OC)c3)C2)cc1 (configuration not stated)	103	98	97	95	85	108	103	119	61
Fc1ccc(COc2ccc(Nc3ncnc4onc(-c5ccccc5)c34)cc2)cc1	93	95	91	109	94	110	96	99	101
COC(=O)[C@H]1Cc2c([nH]c3ccccc23)[C@H](c2ccc3c(c2)OCO3)N1	106	102	75	98	100	118	98	99	99
Cc1nc2c(cnn2-c2ccccc2)c(=O)n1-c1ccc(NC(=O)c2ccc(Cl)cc2)cc1	72	83	73	84	77	81	55	85	81
Nc1nc(SCC2(CCl)COC2)c2[nH]cnc2n1	99	100	.	98	100	106	105	102	108
CC(C)(C)OC(=O)n1cc(-c2nc(-c3c[nH]c4ncccc34)cs2)c2cc(Br)ccc21	88	116	78	103	90	102	83	115	92
CCOc1ccc2nc(NCc3ccc(N(C)C)cc3)sc2c1	111	99	92	112	97	109	93	111	102
COc1ccc2[nH]c(=O)cc(C)c2c1	97	100	106	107	105	115	96	107	104
Cn1ccc2cc(NC(=O)c3cnccn3)ccc21	103	99	93	100	97	113	103	105	101
CC1(C)CC[C@]2(C(=O)O)CC[C@]3(C)C(=CC[C@@H]4[C@@]5(C)C[C@@H](Cc6cn([C@@H]7O[C@H](CO)[C@@H](O)[C@H](O)[C@H]7O)nn6)[C@H](O)C(C)(C)[C@@H]5CC[C@]43C)[C@@H]2C1	99	102	92	104	106	113	96	97	104
CC(=O)NC(CO)C(O)c1ccc([N+](=O)[O-])cc1 (configuration not stated)	106	112	78	114	107	116	108	103	108
Cc1sc2nc(NCc3ccccc3)[nH]c(=O)c2c1C	13	26	46	88	33	35	25	91	36
O=C1CCC(C(=O)NC2CCC(O)CC2)CC1 (configuration not stated)	106	103	104	108	102	.	101	107	114
CCCCCN1CCN(C(CC(=O)c2ccccc2)C(=O)c2ccccc2)CC1 (configuration not stated)	96	-100*	100	106	95	55	77	101	102
CC(=O)c1cc(C(=O)c2ccccc2)n2ccc(C)cc12	95	105	86	80	81	112	99	92	99
Cc1cc(C)c2c(n1)sc1c(Nc3ccc(O)cc3)ncnc12	40	46	50	63	52	33	29	46	50
Cc1ccc(C(=O)N/N=C/c2cccc([N+](=O)[O-])c2)cn1	114	103	94	107	109	112	105	97	107
Cc1ccc(C(=O)N/N=C/c2ccccc2Cl)cn1	118	104	103	101	106	117	112	106	101
OCc1nnn(-c2ccccc2)c1CO	103	105	95	119	97	159	105	118	116
COc1cc2nc(CCC(N)=O)c(CC(N)=O)cc2c(OC)c1OC	107	104	102	105	112	106	103	105	106
Cc1ccc2c(OCC(=O)N/N=C/c3ccc(Br)cc3)cc(=O)[nH]c2c1	107	102	76	109	105	.	101	105	101
COc1ncnc(NS(=O)(=O)c2ccc(N)cc2)c1OC	111	98	107	119	98	102	103	97	107

As a short view, 18 of the compounds above:
SMILES	HT29	SW-620	SNB-75	HCC-2998	HCT-15	COLO 205	HCT-116	NCI-H322M	KM12
Nc1nc(SCC2(CCl)COC2)c2[nH]cnc2n1	99	100	.	98	100	106	105	102	108
CC(C)(C)OC(=O)n1cc(-c2nc(-c3c[nH]c4ncccc34)cs2)c2cc(Br)ccc21	88	116	78	103	90	102	83	115	92
CCOc1ccc2nc(NCc3ccc(N(C)C)cc3)sc2c1	111	99	92	112	97	109	93	111	102
COc1ccc2[nH]c(=O)cc(C)c2c1	97	100	106	107	105	115	96	107	104
Cn1ccc2cc(NC(=O)c3cnccn3)ccc21	103	99	93	100	97	113	103	105	101
CC1(C)CC[C@]2(C(=O)O)CC[C@]3(C)C(=CC[C@@H]4[C@@]5(C)C[C@@H](Cc6cn([C@@H]7O[C@H](CO)[C@@H](O)[C@H](O)[C@H]7O)nn6)[C@H](O)C(C)(C)[C@@H]5CC[C@]43C)[C@@H]2C1	99	102	92	104	106	113	96	97	104
CC(=O)NC(CO)C(O)c1ccc([N+](=O)[O-])cc1 (configuration not stated)	106	112	78	114	107	116	108	103	108
Cc1sc2nc(NCc3ccccc3)[nH]c(=O)c2c1C	13	26	46	88	33	35	25	91	36
O=C1CCC(C(=O)NC2CCC(O)CC2)CC1 (configuration not stated)	106	103	104	108	102	.	101	107	114
CCCCCN1CCN(C(CC(=O)c2ccccc2)C(=O)c2ccccc2)CC1 (configuration not stated)	96	-100*	100	106	95	55	77	101	102
CC(=O)c1cc(C(=O)c2ccccc2)n2ccc(C)cc12	95	105	86	80	81	112	99	92	99
Cc1cc(C)c2c(n1)sc1c(Nc3ccc(O)cc3)ncnc12	40	46	50	63	52	33	29	46	50
Cc1ccc(C(=O)N/N=C/c2cccc([N+](=O)[O-])c2)cn1	114	103	94	107	109	112	105	97	107
Cc1ccc(C(=O)N/N=C/c2ccccc2Cl)cn1	118	104	103	101	106	117	112	106	101
OCc1nnn(-c2ccccc2)c1CO	103	105	95	119	97	159	105	118	116
COc1cc2nc(CCC(N)=O)c(CC(N)=O)cc2c(OC)c1OC	107	104	102	105	112	106	103	105	106
Cc1ccc2c(OCC(=O)N/N=C/c3ccc(Br)cc3)cc(=O)[nH]c2c1	107	102	76	109	105	.	101	105	101
COc1ncnc(NS(=O)(=O)c2ccc(N)cc2)c1OC	111	98	107	119	98	102	103	97	107

2 of these compounds, reformatted.
Below each compound: HT29, SW-620, SNB-75, HCC-2998, HCT-15, COLO 205, HCT-116, NCI-H322M, KM12
> COc1cc2nc(CCC(N)=O)c(CC(N)=O)cc2c(OC)c1OC
    107, 104, 102, 105, 112, 106, 103, 105, 106
> Cc1ccc(C(=O)N/N=C/c2cccc([N+](=O)[O-])c2)cn1
    114, 103, 94, 107, 109, 112, 105, 97, 107

(listing goes on)
SMILES	HT29	SW-620	SNB-75	HCC-2998	HCT-15	COLO 205	HCT-116	NCI-H322M	KM12
O=C1C=CC(=O)N1c1cccc([N+](=O)[O-])c1	101	76	96	111	102	47	103	.	109
O=[N+]([O-])c1ccc2c(c1)Cc1cc(Br)ccc1-2	97	103	104	116	107	106	97	106	110
O=C(c1ccccc1)C(CN1CCCCC1)c1ccccc1 (configuration not stated)	-13*	-83*	63	89	-22*	10	-100*	88	14
C=C(C)[C@@H]1CC[C@]2(C)[C@H](CC=C3[C@@H]4[C@@H](C)[C@H](C)CC[C@]4(C=O)CC[C@]32C)[C@@]1(C)CCCN	58	94	85	78	84	82	74	92	90
O=C(Nc1ccccc1)c1ccc(COc2ccccc2)o1	105	110	.	111	100	116	99	98	107
CCOc1cc([N+](=O)[O-])c(OCC)cc1Cl	.	98	103	96	101	118	105	96	108
COC(=O)c1ccc2c(c1)C(=O)N(c1ccc(C(=O)O)cc1)C2=O	97	101	91	106	104	105	99	97	101
CCCCCCN(N=O)c1nc2c(c(=O)n(C)c(=O)n2C)n1C	90	104	78	101	98	97	94	94	97
COc1ccc(S)c(C(=O)O)c1	105	101	93	116	108	115	99	100	103
CCCCCCCCCCCCCCCCCC[S+](C)CC (configuration not stated)	4.7*	28	-25*	50	39	-38*	28	.	-32*
O=c1c2ccccc2nc(SCc2n[nH]c(=S)n2Cc2ccccc2)n1CCc1ccccc1	95	92	122	105	94	112	77	.	94
CCCCCCCCCNc1ccc(C(=O)O)cc1	114	116	93	106	110	118	103	110	107
COc1ccc(Oc2ccccc2NC(=O)CNC(=O)c2cccc3ccccc23)cc1	2.7*[5 µM]	26[5 µM]	42[5 µM]	34[5 µM]	17[5 µM]	-20*[5 µM]	11[5 µM]	46[5 µM]	27[5 µM]
CCCCCCCCCCCC(=O)OCC1OC(n2cnc3c(=S)nc[nH]c32)C(OC(=O)CCCCCCCCCCC)C1OC(=O)CCCCCCCCCCC (configuration not stated)	78	94	98	88	80	89	75	72	72
O=C(O)CNC(=O)CNC(=O)CNC(=O)CNC(=O)OCc1ccccc1	105	102	134	101	96	118	110	100	105
CC(=O)Nc1cc(Cl)ccc1[N+](=O)[O-]	95	115	89	.	102	115	100	120	107
COc1ccccc1-c1cn2ccnc2c(-c2ccccc2OC)n1	104	101	82	97	94	100	98	102	112
CC(/C=C1\SC(=S)N(CCC(=O)NC(CC(C)C)C(=O)O)C1=O)=C\c1ccccc1 (configuration not stated)	127	107	101	117	107	128	103	99	108
COc1ccc(/C=N/NC(=O)c2c(Nc3ccccc3)nn(CC(O)c3ccccc3)c2N)cc1OCc1ccccc1 (configuration not stated)	108	110	85	104	97	114	95	92	101
CCOC(=O)CC[C@H](NC(=O)c1ccc(NC(=O)Cn2c(C)nc3c(c(C)nn3-c3ccc(Cl)cc3)c2=O)cc1)C(=O)OCC	96	.	95	101	95	122	100	93	99
C/C(=N\O)c1ccc(OCC(=O)Nc2ccc(C(=O)/C=C/c3ccc(Cl)cc3)cc2)cc1	109	98	114	99	85	131	77	.	63
O=C(N/N=C/c1cc2ccccc2n2nnnc12)Nc1ccc(Cl)cc1	94	98	107	109	98	109	97	99	108
Cc1ccc(O)c(NC(=O)c2cccc(Nc3ccnc(C(F)(F)F)c3)c2)c1	101	91	85	74	80	128	35	86	76
O=C1c2cc3c(cc2-c2c1c1ccc(F)cc1c(=O)n2C[C@H](O)[C@H](O)[C@H](O)CO)OCO3	-4.1*	1.1*	-37*	-50*	0.7*	-31*	9.0*	8.5*	3.9*
COc1ccc2c(ccc[n+]2[O-])c1	102	109	98	.	109	105	113	107	117
CC(C)CCC(NS(=O)(=O)c1cc(I)c(N)c(I)c1)C(=O)O (configuration not stated)	96	108	94	97	106	106	106	94	102
CCCCCC(O)(CCC)CCCCC	98	93	102	88	109	103	99	93	100
CC1O[C@@H]2C[C@@](O)([C@H]1O)n1c3ccccc3c3c4c(c5c6ccccc6n2c5c31)C(=O)NC4=O (some centres not stated)	29	35	45	73	62	11	16	63	23
